# HMGR II inh: inhibitors of E. faecalis class II HMGR, primary screen, biochemical, Enterococcus faecalis | inhibition, % at 10 µM | purified E. faecalis HMGR, NADPH absorbance 340 nm kinetic | 0.41% of 190,000 active;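 active = inhibition above a set limit, the median over all tested compounds plus 3 SD, cut at about 9.5% in these data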;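 also: enzyme runs in reverse so mevalonate oxidation gives rising NADPH absorbance; 0% = complete reaction with DMSO and 100% = background rate lacking mevalonate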
# NF-kB neuron act: activators of NF-kB expression in neurons, primary screen, cell-based, HTS | human neuronal cells, NF-kB reporter expression; stronger effect = higher value | 1.6% of 190,000 active | fold change at 12.5 µM; in the data active = fold change above about 3.3
# TLR4 MyD88 comp: inhibitors of TLR4-MyD88 association in cells, primary screen, cell-based, HeLa CL3-4, BLA complementation, FRET ratio; HeLa CL3-4 TLR4/MyD88 BLA complementation; inhibition, % at 8.4 µM; 0.18% of 200,000 active; AID 861, 2007; in the data active = inhibition above about 25%;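 also: 0% = vehicle and 100% = reference inhibitor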
# Target sequence (O00206 whole entry, looked up): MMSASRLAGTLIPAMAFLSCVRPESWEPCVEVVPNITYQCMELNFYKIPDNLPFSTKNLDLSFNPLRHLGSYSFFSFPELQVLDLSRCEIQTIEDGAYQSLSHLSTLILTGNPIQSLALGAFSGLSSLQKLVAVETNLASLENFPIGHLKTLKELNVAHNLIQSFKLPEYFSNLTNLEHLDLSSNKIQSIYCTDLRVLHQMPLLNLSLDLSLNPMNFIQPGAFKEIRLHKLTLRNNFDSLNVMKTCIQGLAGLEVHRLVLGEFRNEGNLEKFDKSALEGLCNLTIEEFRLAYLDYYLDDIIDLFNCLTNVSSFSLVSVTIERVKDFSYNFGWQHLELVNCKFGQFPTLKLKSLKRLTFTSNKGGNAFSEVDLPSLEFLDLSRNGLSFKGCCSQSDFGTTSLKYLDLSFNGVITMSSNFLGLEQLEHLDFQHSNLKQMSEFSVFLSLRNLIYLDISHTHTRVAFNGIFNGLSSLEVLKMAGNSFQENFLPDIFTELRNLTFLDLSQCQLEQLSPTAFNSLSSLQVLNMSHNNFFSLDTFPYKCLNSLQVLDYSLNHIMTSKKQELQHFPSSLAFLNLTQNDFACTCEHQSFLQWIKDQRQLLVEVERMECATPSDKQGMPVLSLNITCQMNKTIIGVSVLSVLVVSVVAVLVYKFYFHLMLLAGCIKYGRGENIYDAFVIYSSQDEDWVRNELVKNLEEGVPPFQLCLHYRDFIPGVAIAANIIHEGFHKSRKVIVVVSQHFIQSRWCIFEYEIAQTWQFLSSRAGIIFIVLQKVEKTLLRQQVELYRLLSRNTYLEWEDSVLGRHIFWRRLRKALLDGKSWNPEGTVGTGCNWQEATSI
# Target sequence (Q99836 whole entry, looked up): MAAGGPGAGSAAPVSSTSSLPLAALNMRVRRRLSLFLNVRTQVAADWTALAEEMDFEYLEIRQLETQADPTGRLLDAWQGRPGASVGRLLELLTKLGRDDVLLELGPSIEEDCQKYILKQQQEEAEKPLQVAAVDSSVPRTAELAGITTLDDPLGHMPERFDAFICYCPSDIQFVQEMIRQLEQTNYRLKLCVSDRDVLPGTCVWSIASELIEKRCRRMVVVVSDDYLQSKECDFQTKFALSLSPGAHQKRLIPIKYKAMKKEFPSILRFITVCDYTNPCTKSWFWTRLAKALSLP
# Redox H2O2 prof: compounds producing H2O2 with reducing agent – biochemical, NIH compound library profiling, artefact control for MLSCN library redox annotation, primary screen. DTT-dependent redox cycling H2O2, phenol red/HRP absorbance; 100% = 100 µM peroxide control, 0% = buffer. activation, % at 10 µM. 0.03% of 200,000 active. AID 878, 2007;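 active = activation of at least 50% relative to the plate's high and low controls in the primary single-dose screen; inactive = activation below 50%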;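 also: compound incubated with DTT at 0.8 mM final as the reducing agent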
# STAT3 inh: IL-6 driven STAT3 reporter inhibitors, primary screen, U3A cells, luciferase, luminescence, MLSCN library | IL-6 STAT3-luciferase reporter; host cell line lacks STAT1 | inhibition, % at 5.5 µM | 0.89% of 190,000 active;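 active = inhibition above the mean inhibition across all screened compounds plus 3 SD, cut at about 44% in these data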;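 also: 0% = DMSO only wells and 100% = 100 µM nifuroxazide control wells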
# STAT1 act: STAT1 signaling activators, primary screen, cell-based, HTS, luciferase reporter. AID 932, 2007. activation (% of control), % at 5.5 µM. NIH 3T3 STAT1-luciferase reporter, IFN-gamma, luminescence; 100% = IFN-gamma alone, no compound. 2.6% of 200,000 active;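 active = activation above the screen-wide mean activation plus 3 SD, cut at about 130% in these data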;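 also: raw ratio to IFN-gamma control signal so 100% means no change and 0% no light; values of inactives mirror those of a sister screen read the other way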
# Hsp70 activator: Hsp70 transcriptional activators, primary screen, cell-based, HeLa, Hsp70 promoter luciferase, luminescence, 10 µM; activation, % at 10 µM; AID 1203, 2008; HeLa Hsp70 promoter luciferase reporter; scaled: vehicle 0, proteasome-inhibitor control 100%; 0.04% of 200,000 active;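 active = activation above the mean across all tested compounds plus 3 SD, cutoff set per campaign, cut at about 5.5% in these data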;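 also: 100% = MG132 at 30 µM as the positive control and 0% = DMSO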
# APP 5'UTR act: activators of APP 5'UTR luciferase reporter, primary screen, SH-SY5Y cells; SH-SY5Y APP 5'UTR luciferase reporter, luminescence; zero percent = DMSO vehicle wells; activation, % at 2 µM; 1% of 190,000 active;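 active = activation above a set limit, based on mean plus 3 SD of controls, cut at about 140% in these data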; also: values of inactives mirror those of a sister screen read the other way
# STAT3 act: IL-6 driven STAT3 reporter potentiators, primary screen, U3A cells, luciferase, luminescence, MLSCN library; IL-6 STAT3-luciferase reporter; 100% = signal with IL-6 EC80 alone; activation (% of control), % at 5.6 µM; 0.91% of 190,000 active; AID 871, 2007;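 active = activation above the screen-wide mean of compound activation plus 3 SD, cut at about 130% in these data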;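 also: 0% = background luminescence of wells with medium and substrate only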
#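 Material: human STAT1-deficient U3A cells with stable STAT3-luciferase reporter / Probe or stimulus: IL-6 stimulus at 33 ng/mL final / Schedule: 1 h compound pre-exposure, 6 h IL-6 stimulation, 37 °C / Technique: luminescence / Read-out basis: percent of IL-6-only median luminescence / Control set: IL-6-only high control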
# STAT1 inh: STAT1 signaling inhibitors, primary screen, cell-based, HTS, luciferase reporter | NIH 3T3 STAT1-luciferase reporter, IFN-gamma, luminescence | 0.35% of 200,000 active | inhibition, % at 5.5 µM | AID 920, 2007;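 active = inhibition above a set limit, the mean inhibition across all tested compounds plus 3 SD, cut at about 34% in these data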;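 also: 0% = IFN-gamma with DMSO and 100% = IFN-gamma with 300 µM nifuroxazide; values of inactives mirror those of a sister screen read the other way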
# Active calls of the source: *. A portion of the library, so the mix of outcomes need not match the whole.
1	O=C(Cn1ccc2ccccc2c1=O)NCC(=O)N1CCC2(CC1)OCCO2
2	O=C(CN1CCOCC1)Nc1ccc(Br)cc1C(=O)c1ccccc1
3	NP(=O)(Oc1ccccc1Cl)Oc1ccccc1Cl
4	CCOc1ccc(N=Cc2c(O)n(C(C)(C)C)c(=O)[nH]c2=O)cc1
5	O=C(c1cc2c(s1)-c1ccccc1OC2)N1CCC2(CC1)OCCO2
6	Cc1nc2nc(SCC(=O)N3CCC4(CC3)OCCO4)nn2c(C)c1Cc1ccccc1
7	Cn1cc2c([N+](=O)[O-])cc([N+](=O)[O-])cc2n1
8	Cn1c(NN=O)nc2ccccc21
9	Cc1ccccc1NC(=S)NC(NC(=O)CF)C(Cl)(Cl)Cl (configuration not stated)
10	CC(=O)C1=C(C)OC(N)=C(C(=O)OC(C)C)C12C(=O)Nc1ccccc12 (configuration not stated)

Screen / compound no.,1,2,3,4,5,6,7,8,9,10
HMGR II inh,-11.8,-0.5,0.1,1.7,-4.1,-6.0,2.1,-2.3,-0.3,-2.3
NF-kB neuron act,0.91,1.13,1.21,0.53,3.85*,1.16,1.06,1.56,1.07,1.12
TLR4 MyD88 comp,-4.0,0.3,-28.7,-10.3,5.0,0.8,-7.4,1.1,-8.8,7.3
Redox H2O2 prof,-1.5,-0.6,-2.2,-0.7,3.8,0.0,-1.9,6.5,-0.3,-0.4
STAT3 inh,8.6,-4.1,-0.4,27.3,3.4,2.3,6.6,-1.9,-2.6,-8.5
STAT1 act,95.2,96.4,97.2,94.7,158.2*,101.7,97.4,111.0,103.5,100.3
Hsp70 activator,-0.2,0.5,-0.2,-0.3,0.2,-0.1,-0.1,-0.2,-0.3,1.3
APP 5'UTR act,-0.2,-6.7,-8.7,5.1,142.4*,-6.5,-11.8,-75.2,-0.6,-4.5
STAT3 act,94.7,104.6,100.2,81.0,99.5,95.7,96.5,103.7,103.2,109.4
STAT1 inh,5.0,4.7,3.0,5.8,-63.6,-1.9,2.1,-11.1,-4.3,-0.4

# Quoted at random: 4 compounds from above.
9	Cc1ccccc1NC(=S)NC(NC(=O)CF)C(Cl)(Cl)Cl (configuration not stated)
7	Cn1cc2c([N+](=O)[O-])cc([N+](=O)[O-])cc2n1
8	Cn1c(NN=O)nc2ccccc21
2	O=C(CN1CCOCC1)Nc1ccc(Br)cc1C(=O)c1ccccc1

Screen / compound no.,9,7,8,2
HMGR II inh,-0.3,2.1,-2.3,-0.5
NF-kB neuron act,1.07,1.06,1.56,1.13
TLR4 MyD88 comp,-8.8,-7.4,1.1,0.3
Redox H2O2 prof,-0.3,-1.9,6.5,-0.6
STAT3 inh,-2.6,6.6,-1.9,-4.1
STAT1 act,103.5,97.4,111.0,96.4
Hsp70 activator,-0.3,-0.1,-0.2,0.5
APP 5'UTR act,-0.6,-11.8,-75.2,-6.7
STAT3 act,103.2,96.5,103.7,104.6
STAT1 inh,-4.3,2.1,-11.1,4.7

# Next results:
11	Cc1ccc(S(=O)(=O)N2CC3CC(C2)c2cccc(=O)n2C3)cc1 (configuration not stated)
12	CC(C)(C)C(=O)NC1CCSC1=O (configuration not stated)
13	c1ccc(-c2[nH]c[n+](CC3CO3)c2-c2ccccc2)cc1 (configuration not stated)
14	c1ccc(CN2CCN(Cc3ccc4c(c3)OCCO4)CC2)cc1
15	COc1cc(C)c(CN2CCN(c3ccccc3)CC2)cc1C
16	Cn1c(O)c(C(=N)COc2cccc(Cl)c2)c(=O)n(C)c1=O
17	Cc1ccc(-n2c(C)cc(/C=C3/C(=O)NC(=O)N(C)C3=O)c2C)cc1
18	Nc1ccncc1Cl
19	Cc1ccc[n+](CC(O)Cn2c3ccccc3c3ccccc32)c1 (configuration not stated)
20	Cc1cc(C=C2C(=O)N(C)C(=S)N(C)C2=O)c(C)n1C1CCCCC1

Screen / compound no.,11,12,13,14,15,16,17,18,19,20
HMGR II inh,-9.6,-1.4,-2.4,-3.8,-8.7,-0.2,-2.5,-5.1,-4.0,-2.0
NF-kB neuron act,1.17,1.27,1.11,1.14,1.12,1.06,1.26,1.07,1.05,1.07
TLR4 MyD88 comp,1.2,-16.0,-4.9,12.1,11.2,-0.7,19.0,5.2,-0.7,-8.8
Redox H2O2 prof,-3.5,-1.3,0.5,-7.5,0.0,-0.5,-0.6,-2.6,-0.9,-0.4
STAT3 inh,3.0,2.1,-2.9,13.1,5.0,18.1,7.4,28.2,5.2,-5.2
STAT1 act,101.2,99.5,94.6,99.8,97.2,103.7,97.6,94.5,94.2,94.5
Hsp70 activator,-0.2,-0.4,-0.3,-0.3,0.1,-0.3,0.0,-0.3,-0.4,-0.2
APP 5'UTR act,9.0,0.8,2.4,7.9,-5.8,-7.9,8.4,2.5,0.8,2.3
STAT3 act,100.5,100.3,98.8,95.3,100.3,90.8,95.6,81.0,94.0,105.1
STAT1 inh,-1.4,-0.1,5.9,0.3,3.1,-4.0,2.7,4.5,8.4,6.1

21	O=C(NCc1ccccn1)c1ccccc1Cl
22	CCC(CC)NC1CCCCC1OC (configuration not stated)
23	C=CCN1C(=O)NC(=O)C(CCc2ccncc2)(CCc2ccncc2)C1=O
24	O=P(Nc1c(Cl)cccc1Cl)(c1ccccc1)c1nc2c(s1)CCCC2 (configuration not stated)
25	CCCC(C)C1(CC)C(=O)NC(=Nc2ccccc2)NC1=O (configuration not stated)
26	CC(C)Oc1ccc(CCN)cc1Cl
27	C=CCNC(=S)/N=C/c1c(O)[nH]c(=O)[nH]c1=O
28	CC(C)Oc1cccc(C(=O)C2CCCN(Cc3ccon3)C2)c1 (configuration not stated)
29	O=c1c2ccccc2nc(-c2ccco2)n1-c1nccs1
30	CC(Cc1ccccc1)NC(=O)/C=C/c1ccc(Cl)cc1 (configuration not stated)

Screen / compound no.,21,22,23,24,25,26,27,28,29,30
HMGR II inh,-3.5,-3.0,-3.6,0.8,-5.4,-5.2,-0.5,-4.0,-2.3,-5.3
NF-kB neuron act,1.39,0.89,1.46,1.17,1.02,1.35,0.97,1.24,1.21,1.24
TLR4 MyD88 comp,-3.6,-1.0,-0.6,0.1,1.5,12.8,3.9,0.1,4.8,6.7
Redox H2O2 prof,2.0,-0.1,7.5,0.3,-0.4,-0.1,0.1,0.8,1.4,0.3
STAT3 inh,0.5,5.0,-4.9,2.5,0.2,1.9,-0.6,0.2,3.0,-1.7
STAT1 act,102.0,103.0,103.9,101.9,96.2,98.7,96.5,101.4,97.9,109.6
Hsp70 activator,0.0,-0.4,-0.2,-0.2,-0.4,0.1,-0.2,0.2,-0.5,-0.4
APP 5'UTR act,11.2,10.3,-8.7,15.9,15.1,-14.5,2.6,2.9,4.4,0.8
STAT3 act,103.2,94.2,106.2,99.2,101.6,97.7,100.2,105.0,101.6,97.8
STAT1 inh,-2.1,-3.4,-5.9,-2.2,7.4,1.5,3.8,-3.8,2.2,-10.6

# 2 neighbouring compounds from above:
21	O=C(NCc1ccccn1)c1ccccc1Cl
22	CCC(CC)NC1CCCCC1OC (configuration not stated)

Screen / compound no.,21,22
HMGR II inh,-3.5,-3.0
NF-kB neuron act,1.39,0.89
TLR4 MyD88 comp,-3.6,-1.0
Redox H2O2 prof,2.0,-0.1
STAT3 inh,0.5,5.0
STAT1 act,102.0,103.0
Hsp70 activator,0.0,-0.4
APP 5'UTR act,11.2,10.3
STAT3 act,103.2,94.2
STAT1 inh,-2.1,-3.4

# Continuation:
31	CN1C[C@H](CNC(=O)OCc2ccccc2)C[C@@H]2c3cccc4c3c(cn4C)C[C@H]21
32	CN(C)c1ccc2c(c1)N=C(c1ccco1)OP2(=S)N1CCOCC1 (configuration not stated)
33	CCNc1cc(N2CCN(C)CC2)ccc1[N+](=O)[O-]
34	CC(N=Cc1c(O)[nH]c(=O)[nH]c1=O)c1ccccc1 (configuration not stated)
35	CCC(=NCCc1c[nH]c2ccccc12)c1c(O)n(C)c(=O)n(C)c1=O
36	CCC(=O)OC1(c2ccccc2)C(C)CN(C)CC1C (configuration not stated)
37	COC(=O)CCCCC1SCC(NC(=O)c2ccccc2)C1Cl (configuration not stated)
38	Cc1c(N=Nc2c(O)n(Cc3ccccc3)c(=O)[nH]c2=O)c(=O)n(-c2ccccc2)n1C
39	O=Cc1cn(Cc2ccc([N+](=O)[O-])cc2)c2ccccc12
40	C[C@]12CCC(=O)C=C1CC[C@@H]1[C@@H]2C(=O)C[C@]2(C)C(=O)CC[C@@H]12
41	Cc1ccccc1NP(=O)(Oc1ccccc1F)Oc1ccccc1F
42	C=C1C2C[C@H](O)C(C)(C)[C@@]2(O)[C@H](O)C[C@]23C[C@@](C)(O)[C@H](CC[C@H]12)[C@H]3OC(C)=O (some centres not stated)

Screen / compound no.,31,32,33,34,35,36,37,38,39,40,41,42
HMGR II inh,0.8,-0.6,-3.6,-9.3,0.7,-3.2,-0.2,0.5,0.9,-2.2,-7.0,-3.6
NF-kB neuron act,0.93,1.59,1.07,1.02,0.51,1.21,0.94,0.66,0.87,1.45,0.41,1.03
TLR4 MyD88 comp,-3.0,3.0,14.4,-16.0,-3.0,-9.2,-9.5,5.7,0.3,-8.8,2.6,-5.6
Redox H2O2 prof,0.2,2.2,-0.4,-1.6,-0.4,2.4,0.3,0.3,0.1,0.1,0.1,0.4
STAT3 inh,7.6,2.0,2.2,2.4,44.2*,5.6,14.3,3.1,-6.5,5.2,6.6,-6.3
STAT1 act,95.3,117.1,99.1,94.5,92.5,100.7,96.2,101.0,104.2,94.5,94.8,102.8
Hsp70 activator,-0.2,0.0,-0.5,-0.2,-0.4,0.1,-0.2,-0.4,-0.4,-0.3,-0.3,-0.3
APP 5'UTR act,16.0,49.8,16.6,-0.6,11.9,1.4,10.9,-29.2,-15.4,13.2,16.5,2.2
STAT3 act,95.3,103.0,102.2,100.2,64.8,100.0,90.6,97.6,107.8,97.4,96.8,102.9
STAT1 inh,5.1,-18.7,-2.0,6.0,8.1,-1.1,2.0,-1.2,-4.7,6.0,5.7,-3.1

# Along the list, from the results shown:
# Nos. 31–41 in STAT1 act, in turn: 95.3, 117.1, 99.1, 94.5, 92.5, 100.7, 96.2, 101.0, 104.2, 94.5, 94.8

# Assay outcomes as filed in PubChem.
